PMI activator = activators of human PMI, primary screen, biochemical, fluorescence intensity, near-Km mannose 6-phosphate; Mannose-6-phosphate isomerase (Homo sapiens), P34949; activation factor at 20 µM; purified human PMI, coupled resazurin fluorescence, 20 min; stronger effect = higher value; 1 = vehicle control, 0 substrate-free wells; AID 1214, 2008; 190,000 tested, 0.005% active;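 active = activation factor of 2 or more at 20 µM, relative to plate controls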
Target sequence (P34949 whole entry, looked up): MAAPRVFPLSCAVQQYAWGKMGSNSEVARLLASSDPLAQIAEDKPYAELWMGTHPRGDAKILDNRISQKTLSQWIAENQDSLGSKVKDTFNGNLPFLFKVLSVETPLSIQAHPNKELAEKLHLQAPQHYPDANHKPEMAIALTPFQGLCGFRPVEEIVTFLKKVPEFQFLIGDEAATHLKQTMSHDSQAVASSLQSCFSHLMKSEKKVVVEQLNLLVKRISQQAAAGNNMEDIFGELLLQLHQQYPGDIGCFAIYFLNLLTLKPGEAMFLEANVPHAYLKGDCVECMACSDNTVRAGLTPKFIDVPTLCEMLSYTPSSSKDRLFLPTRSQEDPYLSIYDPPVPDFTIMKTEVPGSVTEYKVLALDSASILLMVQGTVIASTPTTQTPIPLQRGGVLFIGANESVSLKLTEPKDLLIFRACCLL
Lmaj promast = Leishmania major promastigote growth inhibition, primary screen; Leishmania major promastigotes, resazurin fluorescence viability; inhibition, % at 10 µM; 200,000 tested, 9% active; in the data active = inhibition above about 50%;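 also: promastigotes grown with compound for 44 hours at 28 °C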
RAM inhibit = inhibitors of the yeast RAM network, primary screen, dse1pr::URA3 reporter, 5-FOA selection | S. cerevisiae dse1pr::URA3 reporter, 5-FOA growth OD615, 2 d; analog-sensitive cbk1-as2 kinase mutant strain | 190,000 tested, 1.8% active | AID 868, 2007 | inhibition, % at 50 µM;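 active = inhibition above a set limit, 3 SD over mean compound inhibition, cut at about 8.4% in these data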;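 also: 0% = DMSO-only wells with no growth and 100% = 10 µM 1-NA-PP1 full growth; inhibition rescues growth on 5-FOA so higher OD means more RAM inhibition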
PMI act hi M6P = human PMI activators, high substrate, primary screen, biochemical, fluorescence intensity, near-saturating mannose 6-phosphate; activation factor at 20 µM; AID 1216, 2008; 190,000 tested, 0.34% active; coupled PMI enzyme assay, resazurin fluorescence, 20 min; stronger effect = higher value; 1 = untreated enzyme, 0 = substrate-free blank;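 active = activation factor of 2 or more at 20 µM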
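Test system: human PMI in coupled enzyme assay; Input: PMI at 15 ng/mL final; Medium: HEPES buffer, pH 7.4; Schedule: 20 min incubation at room temperature; Technique: resorufin fluorescence at Ex 544/Em 590 nm; Compound: 20 µM single dose; Probe or stimulus: Near-saturating mannose-6-phosphate, 1.0 mM.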
Redox H2O2 prof = compounds producing H2O2 with reducing agent – biochemical, NIH compound library profiling, artefact control for MLSCN library redox annotation, primary screen | 200,000 tested, 0.03% active | activation, % at 10 µM | DTT-dependent redox cycling H2O2, phenol red/HRP absorbance; 100% = 100 µM peroxide control, 0% = buffer;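 active = activation of at least 50% relative to the plate's high and low controls in the primary single-dose screen; inactive = activation below 50%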;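 also: compound incubated with DTT at 0.8 mM final as the reducing agent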
S1P3 antagonist = S1P3 receptor antagonists, primary screen, cell-based; CHO S1P3 NFAT-BLA reporter, FRET fluorescence, antagonist mode; inhibition, % at 4.98 µM; 170,000 tested, 0.27% active; Sphingosine 1-phosphate receptor 3 (Homo sapiens), Q99500; AID 485, 2006;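 active = inhibition above the plate cutoff, the mean inhibition of test wells on that plate plus 3 SD, cut at about 28% in these data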;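 also: cells challenged with S1P at its EC80 of 0.8 µM; blue over green emission ratio from cleaved BLA substrate after 4 h stimulation; 0% = S1P-stimulated wells and 100% = unstimulated DMSO-only wells; some compounds past the cut are filed as inactive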
Efa HMGR inh = inhibitors of E. faecalis class II HMGR, primary screen, biochemical, Enterococcus faecalis; HMG-CoA reductase (Enterococcus faecalis, mvaE); purified E. faecalis HMGR, NADPH absorbance 340 nm kinetic; inhibition, % at 10 µM; 190,000 tested, 0.41% active;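 active = inhibition above a set limit, the median over all tested compounds plus 3 SD, cut at about 9.5% in these data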;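 also: enzyme runs in reverse so mevalonate oxidation gives rising NADPH absorbance; 0% = complete reaction with DMSO and 100% = background rate lacking mevalonate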
TNAP inh hi DEA = human TNAP enzyme inhibitors, primary screen, biochemical, luminescent, high phosphate acceptor level, uHTS. Alkaline phosphatase, tissue-nonspecific isozyme (Homo sapiens), P05186. purified TNAP, CDP-star luminescence, 1 M DEA. inhibition, % at 20 µM. 200,000 tested, 0.03% active;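 active = over 50% inhibition of tissue-nonspecific alkaline phosphatase at 20 µM in the single-dose screen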;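 also: plate controls were DMSO wells for no effect and EDTA-quenched wells as full inhibition for full effect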
Target sequence (P05186 whole entry, looked up): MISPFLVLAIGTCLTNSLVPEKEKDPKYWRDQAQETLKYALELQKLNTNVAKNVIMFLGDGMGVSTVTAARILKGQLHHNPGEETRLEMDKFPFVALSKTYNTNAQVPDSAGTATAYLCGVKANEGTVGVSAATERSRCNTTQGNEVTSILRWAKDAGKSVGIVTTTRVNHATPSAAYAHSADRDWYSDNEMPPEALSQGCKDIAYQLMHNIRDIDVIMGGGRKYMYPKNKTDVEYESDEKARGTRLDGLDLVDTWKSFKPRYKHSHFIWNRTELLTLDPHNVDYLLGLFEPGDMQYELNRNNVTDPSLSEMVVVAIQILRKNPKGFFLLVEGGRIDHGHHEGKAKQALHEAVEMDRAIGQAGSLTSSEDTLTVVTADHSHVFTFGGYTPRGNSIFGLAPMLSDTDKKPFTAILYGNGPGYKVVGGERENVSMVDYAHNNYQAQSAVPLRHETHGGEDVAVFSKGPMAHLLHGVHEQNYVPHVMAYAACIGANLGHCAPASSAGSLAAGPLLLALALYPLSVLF
Hsp70 act = Hsp70 transcriptional activators, primary screen, cell-based, HeLa, Hsp70 promoter luciferase, luminescence, 10 µM; 200,000 tested, 0.04% active; activation, % at 10 µM; AID 1203, 2008; HeLa Hsp70 promoter luciferase reporter; scaled: vehicle 0, proteasome-inhibitor control 100%;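 active = activation above the mean across all tested compounds plus 3 SD, cutoff set per campaign, cut at about 5.5% in these data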;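 also: 100% = MG132 at 30 µM as the positive control and 0% = DMSO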
TNAP inh noacc = human TNAP enzyme inhibitors, primary screen, biochemical, luminescent, no phosphate acceptor, uHTS; Alkaline phosphatase, tissue-nonspecific isozyme (Homo sapiens), P05186; purified TNAP, CDP-star luminescence, 30 min; inhibition, % at 20 µM; 200,000 tested, 0.26% active; AID 1012, 2008;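 active = tissue-nonspecific alkaline phosphatase inhibition above about 50% at 20 µM in the single-dose screen, limit read from the data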;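 also: 0% = DMSO negative control and 100% = EDTA positive control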
An asterisk follows results filed as active; nt = not tested or not shown.

Sample of the layout (2 entries):
SMILES	PMI activator	Lmaj promast	RAM inhibit	PMI act hi M6P	Redox H2O2 prof	S1P3 antagonist	Efa HMGR inh	TNAP inh hi DEA	Hsp70 act	TNAP inh noacc
O=C(COc1ccc(S(=O)(=O)NC2CCCCC2)cc1)N1CCN(c2ccc(F)cc2)CC1	1	16	2.1	1	-3.2	-11	1	-2	0.2	-11
Cc1cc(Nc2cccc(C)c2C)n2ncnc2n1	1	-8	-0.9	1	0.5	4	2	-6	-0.3	-6

All compounds of this part, from the start:
SMILES	PMI activator	Lmaj promast	RAM inhibit	PMI act hi M6P	Redox H2O2 prof	S1P3 antagonist	Efa HMGR inh	TNAP inh hi DEA	Hsp70 act	TNAP inh noacc
O=C(COc1ccc(S(=O)(=O)NC2CCCCC2)cc1)N1CCN(c2ccc(F)cc2)CC1	1	16	2.1	1	-3.2	-11	1	-2	0.2	-11
Cc1cc(Nc2cccc(C)c2C)n2ncnc2n1	1	-8	-0.9	1	0.5	4	2	-6	-0.3	-6
CSc1nnc2c(n1)OC=Nc1ccccc1-2	1.3	-6	2.9	1.2	0.4	10	1	-3	-0.3	-5
O=C1[C@H]2[C@@H](C(=O)N1c1cccc3ccccc13)C1(C(=O)c3ccccc3C1=O)N1CCC[C@@H]21	1	3	2.3	0.9	-3.0	nt	-4	-4	0.9	-11
Cc1cc(N2CCN(c3ccccn3)CC2)n2nc(C)nc2n1	nt	0	nt	nt	0.4	-1	nt	nt	-0.5	nt
O=C(COC(=O)C1=COCCO1)Nc1ccc(Oc2ccccc2)cc1	1	-27	-0.3	1	0.5	nt	-3	3	-0.3	5
COc1ccccc1CNC(=O)CCn1c(=O)[nH]c2ccsc2c1=O	1.1	-3	0.1	1.1	0.4	nt	-4	-3	0.1	-8
Cc1ccc(S(=O)(=O)N2CCC(C(=O)N3CCC[C@H]3C(=O)NCc3ccco3)CC2)cc1	1	-8	-0.3	0.9	-1.4	-8	-10	-1	-0.1	-8
Cc1ccc2c(CSc3nncs3)cc(=O)oc2c1	1	10	5.4	1.3	-0.3	-24	-3	-2	-0.2	-8
CCOC(=O)c1nn(-c2ccc(C)cc2)c(C)c1C(C)=O	0.9	-4	2.5	0.9	-0.5	nt	-8	-4	-0.2	-2

Next section
SMILES	PMI activator	Lmaj promast	RAM inhibit	PMI act hi M6P	Redox H2O2 prof	S1P3 antagonist	Efa HMGR inh	TNAP inh hi DEA	Hsp70 act	TNAP inh noacc
CCc1ccc(N2C(=O)CC(N3CCC(C(=O)OC)CC3)C2=O)cc1 (stereo unspecified)	1	3	1.3	1	-1.9	nt	3	-3	-0.1	-5
C[C@]12C[C@H](O)[C@H]3[C@@H](CCC4=CC(=O)CC[C@@]43C)[C@@H]1CC[C@@H]2C(=O)CO	1.1	-4	1.0	1.1	-0.5	2	-5	-3	-0.1	-10
Cc1ccccc1CSCC(=O)c1c(N)n(CC(C)C)c(=O)n(C)c1=O	0.9	-2	2.6	1	0.0	nt	-2	-3	0.1	-2
COc1ccc(NC(=O)CN2CCN(c3ccc(F)cc3)CC2)cc1Cl	0.9	-5	-0.5	1	-0.7	-8	-2	-5	0.0	-13
COc1ccc(CN2CCN(S(=O)(=O)c3ccc(F)cc3)CC2)c(OC)c1OC	1	28	1.4	1	0.2	nt	-4	0	-0.4	-13
CCOC(=O)N1CCN(C(=O)c2ccc(-n3c(C)ccc3C)cc2)CC1	0.9	-8	1.6	1	-0.1	-5	-1	0	-0.5	-17
COc1ccc(C(=O)/C(C#N)=N/Nc2cccc([N+](=O)[O-])c2)cc1	1.1	9	2.7	1.1	-2.0	4	-3	6	-0.2	5
Cc1ccc(C(=O)Nc2nc(C(C)(C)C)cs2)s1	0.9	55*	-0.5	1	0.1	nt	-2	-1	0.3	-5
O=C(Nc1cccc(NC(=O)C2CCCO2)c1)c1ccco1 (stereo unspecified)	0.9	-4	0.7	0.9	0.2	-24	0	1	-0.4	3
COc1ccc(CNC(=O)/C=C/c2cc([N+](=O)[O-])ccc2OC(F)F)cc1	0.9	-3	2.4	0.9	0.1	nt	-4	0	-0.3	-8

(listing goes on)
SMILES	PMI activator	Lmaj promast	RAM inhibit	PMI act hi M6P	Redox H2O2 prof	S1P3 antagonist	Efa HMGR inh	TNAP inh hi DEA	Hsp70 act	TNAP inh noacc
COc1ccccc1CNC(=O)C1CC(=O)N(c2ccc(C)c(C)c2)C1 (stereo unspecified)	0.8	-1	1.6	0.9	1.9	48	0	2	0.2	-3
NS(=O)(=O)c1ccc(NC(=S)Nc2ccn(Cc3cccc4ccccc34)n2)cc1	0.9	5	9.3*	1	-1.2	-4	-1	5	-0.5	-22
O=C(O)C(Cc1ccccc1)N1C(=O)c2cccc3cccc(c23)C1=O (stereo unspecified)	1	-6	2.4	1	-0.1	6	-6	-5	0.2	-12
O=C(Cn1cnc2ccccc2c1=O)N(Cc1ccco1)c1ccc(O)cc1	1	2	3.5	1	-0.4	1	-2	-2	-0.3	-13
Cc1ccc(CNC(=O)Cc2ccc(-n3c(=O)[nH]c4ccsc4c3=O)cc2)cc1	1	-9	8.3	1	-1.0	5	-9	7	-0.1	-8
COc1ccccc1OCC#CCNC1CCCCC1C (stereo unspecified)	1.5	78*	1.1	1	0.2	-13	5	-9	-0.2	-14
COc1ccc(OC)c(-c2nnc(-c3ccc(C)o3)o2)c1	0.8	0	0.3	0.9	1.2	-34	-2	-3	-0.3	-1
Cc1cc(=O)n(C)c(=O)n1CCCCCOc1cccc([N+](=O)[O-])c1	0.9	6	-0.8	0.9	-3.6	nt	nt	-3	-0.2	-10
CCCc1cc(=O)[nH]c(SCC(=O)Nc2cc(C)on2)n1	1	-7	0.3	1.1	-0.6	7	5	-2	0.0	-9
N=c1c2c(n(Cc3ccc(F)cc3)c3c1CCC3)CCC2	1.1	100*	0.7	1	-1.1	-15	0	-7	-0.1	-10

Next part.
Every second line gives: PMI activator | Lmaj promast | RAM inhibit | PMI act hi M6P | Redox H2O2 prof | S1P3 antagonist | Efa HMGR inh | TNAP inh hi DEA | Hsp70 act | TNAP inh noacc
> CC1CN(C(=O)c2ccccc2)c2ccccc2NC1=O (stereo unspecified)
 : 1 | 0 | 2.2 | 1 | -0.7 | -5 | -3 | -7 | -0.2 | -12
> CCO[C@@H]1OC(C(=O)NCc2ccccc2)=C[C@H](c2coc3ccccc3c2=O)[C@H]1CCCO
 : 0.9 | 4 | -0.2 | 1 | -1.0 | -21 | 0 | -1 | -0.2 | -6
> CC(=O)C1C(c2ccccc2)c2c(n[nH]c2C)CC1(C)O (stereo unspecified)
 : 0.9 | -2 | 3.0 | 0.9 | 0.8 | nt | -7 | -2 | -0.1 | -3
> O=C(CN1CC(c2ccccc2)CC1=O)OCc1cccc(Br)c1 (stereo unspecified)
 : 1 | -2 | 1.4 | 1 | -0.1 | nt | -4 | -5 | -0.2 | -18
> CCN(c1ccccc1)S(=O)(=O)c1ccc(N)cc1
 : 0.9 | -4 | 0.8 | 0.9 | -0.8 | -6 | 5 | -6 | 0.1 | -18
> Cc1ccccc1Cn1c(-c2cncs2)nc2ccccc21
 : 1 | 12 | -0.1 | 1 | -0.2 | 18 | 3 | -5 | 0.1 | -9
> Cc1ccc(N2C(=O)CC(Cc3cc(C)cc(C)c3)C2=O)cc1 (stereo unspecified)
 : 1 | -3 | 1.1 | 1 | -0.3 | 1 | -4 | -8 | -0.2 | -6
> O=C(Oc1ccc2ccc(OC(=O)N3CCCCCC3)cc2c1)N1CCCCCC1
 : 0.8 | -5 | 4.4 | 0.9 | -0.9 | -11 | -2 | -2 | 0.0 | -7
> O=C(CSc1nnc(NC2CCCCC2)s1)Nc1ccc2c(c1)C(=O)c1ccccc1C2=O
 : 1.5 | 36 | 2.4 | 1.7 | 0.0 | -1 | 1 | 3 | 0.4 | -1
> N#CCSc1nnc(-c2cccnc2)n1-c1ccccc1
 : 1.1 | 1 | 1.2 | 1.1 | 1.5 | -17 | -5 | -6 | 0.1 | -12

(more compounds)
Every second line gives: PMI activator | Lmaj promast | RAM inhibit | PMI act hi M6P | Redox H2O2 prof | S1P3 antagonist | Efa HMGR inh | TNAP inh hi DEA | Hsp70 act | TNAP inh noacc
> COc1ccc(CCNC(=O)c2c(O)c3cccc4c3n(c2=O)CC4)cc1
 : 1 | 1 | 8.5* | 1 | 0.8 | -7 | -2 | 0 | -0.5 | -7
> CCCCCOC(=O)c1[nH]c2c(c1C)C(=O)C(C(=O)OC)C(C)C2 (stereo unspecified)
 : 1 | 23 | 5.3 | 1 | 1.3 | nt | -6 | -1 | 0.1 | -10
> CCS(=O)(=O)c1ccc(N)cc1
 : 1.4 | 1 | 4.5 | 1.2 | -1.3 | -33 | -7 | 1 | -0.3 | -8
> O=C(CSc1ccccc1C(=O)O)NCc1ccccc1
 : 1.1 | -4 | 0.0 | 1.1 | -0.6 | -9 | 3 | -4 | -0.1 | -9
> COc1ccccc1N1CCN(C(=O)Nc2cccc(Cl)c2)CC1
 : 1 | 78* | 0.1 | 1 | -0.1 | nt | 3 | -7 | -0.2 | -30
> COCCNc1nnc(SCC(=O)Nc2cc(-c3ccccc3)nn2-c2ccccc2)s1
 : 0.8 | -5 | 1.2 | 0.9 | 0.2 | -4 | -2 | -4 | -0.1 | -17
> CC1=C(C(=O)N2CCN(c3cc(C)ccc3C)CC2)C2(CCCCC2)OC1=O
 : 1.1 | -4 | 3.9 | 1 | 0.8 | 3 | 1 | -6 | 0.0 | -3
> O=S(=O)(Nc1ccccc1)c1ccc(F)cc1
 : 1 | -1 | 1.5 | 1 | 0.1 | nt | 0 | -4 | 0.0 | -10
> CCOc1ccc(C(CC(=O)O)NC(=O)COc2ccccc2OC)cc1OC (stereo unspecified)
 : 1.1 | -5 | 2.3 | 1.1 | -0.8 | -3 | -1 | -6 | -0.4 | -3
> CC(=O)n1c(Cl)c(NC(=O)CCl)c2ccccc21
 : 0.9 | 41 | 0.1 | 1 | -11 | nt | 0 | -6 | -0.4 | -8
> O=Cc1cn(-c2ccc(F)cc2)c2ccccc12
 : 1 | 0 | -0.6 | 0.9 | -0.5 | -14 | -8 | -8 | -0.1 | -9
> COc1cc(OC)c2c(=O)cc(-c3ccccc3)oc2c1
 : 1 | 24 | -0.4 | 1 | 0.3 | -14 | -6 | -2 | -0.5 | -6

The order is random; about 12% have a hit in one of these screens.
